Screening results from PubChem BioAssay.
AmpC no deterg: inhibitors of E. coli AmpC beta-lactamase without detergent. Potency, µM (doses to about 57.1 µM), for the others: at the top dose activity change, negative = inhibition, hits mostly inhibitors. P00811. AmpC nitrocefin hydrolysis, absorbance 480 nm, 0.0001% Triton. actives 0.52% (n = 330,000);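 note: potency is the fitted concentration of half-maximal effect; plate controls were no compound for no effect and no enzyme for full effect; nearly all actives have a fitted effect of over 20% in size; some results filed as inactive show a strong effect at the top dose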
Target sequence (P00811 whole entry, looked up): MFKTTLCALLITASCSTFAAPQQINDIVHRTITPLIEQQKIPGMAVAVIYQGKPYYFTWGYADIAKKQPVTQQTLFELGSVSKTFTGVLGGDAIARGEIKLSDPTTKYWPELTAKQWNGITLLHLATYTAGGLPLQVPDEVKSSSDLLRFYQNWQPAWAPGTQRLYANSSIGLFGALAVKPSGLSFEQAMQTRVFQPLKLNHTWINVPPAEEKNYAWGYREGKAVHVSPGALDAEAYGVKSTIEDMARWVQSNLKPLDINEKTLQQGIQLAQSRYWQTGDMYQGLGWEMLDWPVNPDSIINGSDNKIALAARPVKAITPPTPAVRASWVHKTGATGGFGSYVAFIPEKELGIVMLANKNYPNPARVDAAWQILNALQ
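20 mM phosphate pH 7.0 + 0.01% (detergent screen) or 0.0001% Triton X-100; 5.3 nM AmpC reagent; cpd preinc 15 min RT; nitrocefin (800 uM stock) to start; A480 q20 s × 4 min; Activity was normalised to no-enzyme and no-compound control wells.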
LmPK inhibitor: blocks Leishmania mexicana pyruvate kinase activity; actives 0.37% (n = 290,000); Potency, µM (doses to about 57.5 µM), without a hit: at the highest dose activity change, negative = inhibition, most hits filed as inhibitors; Q27686; purified LmPK, Kinase-Glo ATP luminescence, 1 h; note: potency is the fitted concentration of half-maximal effect
Target sequence (Q27686 whole entry, looked up): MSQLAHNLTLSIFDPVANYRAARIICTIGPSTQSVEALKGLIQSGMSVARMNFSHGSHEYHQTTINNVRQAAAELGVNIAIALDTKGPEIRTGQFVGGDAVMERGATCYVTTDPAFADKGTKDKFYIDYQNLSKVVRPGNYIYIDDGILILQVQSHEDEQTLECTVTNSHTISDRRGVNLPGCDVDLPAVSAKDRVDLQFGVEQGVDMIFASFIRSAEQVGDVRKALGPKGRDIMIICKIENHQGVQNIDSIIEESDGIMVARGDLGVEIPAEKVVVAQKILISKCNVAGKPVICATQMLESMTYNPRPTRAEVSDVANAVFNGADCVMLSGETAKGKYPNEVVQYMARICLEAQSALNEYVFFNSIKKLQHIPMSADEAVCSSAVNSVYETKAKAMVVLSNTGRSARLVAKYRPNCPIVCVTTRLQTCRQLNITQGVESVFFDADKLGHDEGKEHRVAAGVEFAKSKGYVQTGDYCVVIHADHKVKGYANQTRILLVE
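Screened at intermediate enzyme activity to detect both inhibitors and activators: LmPK at 0.1 nM, with a 0.5 nM enzyme column as activation reference. PEP 0.5 mM, ADP 0.1 mM; ATP detected by luminescence after 1 h.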
HCV inhibitor: inhibitors of hepatitis C virus infection. Huh7.5.1 HCVcc-Cre infection, luciferase reporter, 44 h. Potency, µM (doses to about 41.8 µM), for inactives: at the highest dose activity change, negative = inhibition, hits mostly inhibitors. actives 3.4% (n = 340,000); note: potency is the fitted concentration of half-maximal effect
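Infectious HCV cell culture screen: compound-treated cells (1,000/well, pre-plated 4 h) are infected with HCVcc-Cre at roughly 0.5 moi and grown 44 h. Infection is quantified by luciferase signal after 15 min substrate incubation at room temperature.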
Tb PYK inh: T. brucei pyruvate kinase inhibition; TbPYK enzyme, Kinase-Glo Plus ATP luminescence, 45 min; Potency, µM (highest dose often 76.8 µM), inactives show at the top dose activity, negative = inhibition, most hits filed as inhibitors; actives 0.12% (n = 410,000); note: potency is the fitted concentration of half-maximal effect; nearly all actives have a fitted effect of over 50% in size
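TbPYK + substrate in 50 mM TEA pH 7.2, 100 mM KCl, 10 mM MgCl2, 0.05% BSA, 0.01% Tween-20; cpd pinned; ADP 130 uM final; 45 min RT; Kinase-Glo Plus 10 min; luminescence endpoint.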
AMA1-RON2 inh: disrupts binding of P. falciparum AMA1 to RON2 | AlphaScreen AMA1-biotinylated RON2 peptide binding | actives 0.2% (n = 360,000) | Potency, µM (highest dose often 58.2 µM), inactives show at the top dose activity change, negative = inhibition, usual class: inhibitors;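 note: potency is the fitted concentration of half-maximal effect; 0% = vehicle wells and -100% = peptide control; nearly all actives have a fitted effect of over 45% in size; some results filed as inactive show a strong effect at the top dose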
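AMA1 (3D7) with his tag at 25 nM final met compounds first, then biotinylated RON2 peptide at 25 nM; detection used donor plus acceptor beads, 10 µg/mL apiece, read by AlphaScreen after 30 min at room temperature.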
AmpC detergent: inhibitors of E. coli AmpC beta-lactamase with detergent | AmpC hydrolysis of nitrocefin, absorbance 480 nm, 0.01% Triton | P00811 | actives 0.041% (n = 370,000) | Potency, µM (series often up to 114 µM), inactives show top-dose activity change, negative = inhibition, most hits filed as inhibitors;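 note: potency is the fitted concentration of half-maximal effect; 0% = no-compound wells and -100% = no-enzyme wells; nearly all actives have a fitted effect of over 25% in size; some results filed as inactive show a strong effect at the top dose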
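AmpC (5.3 nM in the dispensed reagent) in 20 mM phosphate pH 7.0 with 0.01% (detergent screen) or 0.0001% Triton X-100 was preincubated with compounds for 15 min at room temperature. Nitrocefin was then added from an 800 uM solution, and hydrolysis was followed at 480 nm.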
HCMV antiviral: human cytomegalovirus inhibition. AID 1259415. HFF cells, HCMV-luciferase reporter, 72 h; stronger effect = lower value. actives 4.5% (n = 410,000). activity change, negative = inhibition, % at 57.5 µM; in the data active = activity change below about -60%; inconclusive = no clear call, values can overlap the other calls; inactive = above about -39%
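Two compound doses tested in HFFs infected with HCMV-luciferase, MOI 1 PFU/cell, 72 h at 37C. Lysate luminescence read with OneGlo; data normalized against buffer-only and 10uM Salinomycin inhibitor controls.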
Active calls of the source: *; & = joins results of further samples; [ ] = remark or other dose. Unless noted, calls come from the whole dose curve; as a rule, active = well fitted curve in the direction sought with a large enough effect; inconclusive = small, poorly fitted or top-dose-only effect, or another doubt; inactive = no such curve, though single readings can be large; an effect the other way counts as inactive or inconclusive. Unless noted, % is set by controls: 0 for no effect and ±100 for the full control effect. The order is random. About 7.5% of those tested had a hit in this group.

The first two records as a preview:
Results for CCN(CC)C(=O)C1=C(C)N(Cc2ccc(F)cc2)C(=O)C(CC(=O)NCc2cccs2)C1 (configuration not stated) ?
Tb PYK inh: -4%; AMA1-RON2 inh: -7%; HCMV antiviral: -25

How did CC1CCN(CC(=O)N2CCCc3c2c(=O)oc2ccc(OCc4ccccc4)cc32)CC1 do in these assays?
AmpC no deterg: 62%[activator]; LmPK inhibitor: 1%; HCV inhibitor: inconclusive; Tb PYK inh: -11%&-1%; AMA1-RON2 inh: -12%; AmpC detergent: -3%&-3%; HCMV antiviral: -9&2

Main list, from the first entry:
Results for CCN(CC)C(=O)C1=C(C)N(Cc2ccc(F)cc2)C(=O)C(CC(=O)NCc2cccs2)C1 (configuration not stated) ?
Tb PYK inh: -4%; AMA1-RON2 inh: -7%; HCMV antiviral: -25

How did CC1CCN(CC(=O)N2CCCc3c2c(=O)oc2ccc(OCc4ccccc4)cc32)CC1 do in these assays?
AmpC no deterg: 62%[activator]; LmPK inhibitor: 1%; HCV inhibitor: inconclusive; Tb PYK inh: -11%&-1%; AMA1-RON2 inh: -12%; AmpC detergent: -3%&-3%; HCMV antiviral: -9&2

What do the screens show for `Cc1ccc(CN2CCC3CCC(C3)C2)c(O)c1` (configuration not stated)?
HCV inhibitor: 11%; Tb PYK inh: 2%; AMA1-RON2 inh: 22%; HCMV antiviral: -3

How did Cc1nc2ccccc2c(C(=O)O)c1-c1ccccn1 do in these assays?
HCV inhibitor: 9%; Tb PYK inh: 19%; AMA1-RON2 inh: -6%; HCMV antiviral: -9

How did CCN(CCCNC(=O)CNC(=O)c1nn(-c2ccc(OC)cc2OC)c(=O)c2ccccc12)c1cccc(C)c1 do in these assays?
AmpC no deterg: 107%[activator]; LmPK inhibitor: 10%; HCV inhibitor: 2%; Tb PYK inh: -7%; AMA1-RON2 inh: -3%; AmpC detergent: 4%; HCMV antiviral: -9

Results for O=C(Nc1nc2c(s1)CCCC2)Oc1ccccc1 ?
AmpC no deterg: -15%; LmPK inhibitor: -7%; HCV inhibitor: -10%; Tb PYK inh: 1%; AMA1-RON2 inh: 0%; AmpC detergent: 5%; HCMV antiviral: -23

What do the screens show for `C#Cc1ccc([C@@H]2C=C(C(=O)NC3CC3)O[C@H](OCCCCO)C2)cc1`?
AmpC no deterg: 104%[activator]; LmPK inhibitor: 10%; HCV inhibitor: -16%[8.37 µM]; Tb PYK inh: 2%; AMA1-RON2 inh: -2%; AmpC detergent: 1%; HCMV antiviral: -6

How did COc1cc(/C=C(/C#N)c2nc3ccccc3[nH]2)ccc1Oc1ncccc1[N+](=O)[O-] do in these assays?
AmpC no deterg: -30%; LmPK inhibitor: 0%; HCV inhibitor: 2.5µM*; Tb PYK inh: -2%; AMA1-RON2 inh: 40%[activator]; AmpC detergent: -3%; HCMV antiviral: inconclusive

Results for C#CCNC(=O)c1cc2c(Br)ccc(Br)c2nc1N ?
Tb PYK inh: 3%; AMA1-RON2 inh: -13%; HCMV antiviral: 3

Results for COCCN1C(=O)N[C@@H](c2cccs2)C(C(=O)OC)=C1C ?
AmpC no deterg: -12%; LmPK inhibitor: 0%; HCV inhibitor: 1%[8.37 µM]; Tb PYK inh: -1%; AMA1-RON2 inh: 10%; AmpC detergent: -17%; HCMV antiviral: 1

What do the screens show for `COC(=O)/C=C1\NCCSC1=O`?
AmpC no deterg: -3%; LmPK inhibitor: 2%; HCV inhibitor: 14%; Tb PYK inh: -7%; AMA1-RON2 inh: 16%; AmpC detergent: inconclusive; HCMV antiviral: -1

Results for Cc1cccc(NCc2cc(Cl)ccc2O)n1 ?
AmpC no deterg: -39%; LmPK inhibitor: 6%; HCV inhibitor: 0%; Tb PYK inh: 6%; AMA1-RON2 inh: -3%; AmpC detergent: 0%; HCMV antiviral: 8

How did CC(CNC(=O)COc1ccccc1)OC(=O)Nc1ccc(Cl)c(Cl)c1 (configuration not stated) do in these assays?
AmpC no deterg: 4%; LmPK inhibitor: -2%; HCV inhibitor: 4%; Tb PYK inh: -6%; AMA1-RON2 inh: 14%; AmpC detergent: -4%; HCMV antiviral: -26

What do the screens show for `CCOC(=O)c1nnc(-c2ccccc2)nc1Oc1ccc(Cl)cc1`?
AmpC no deterg: inconclusive; LmPK inhibitor: 4%; HCV inhibitor: -5%; Tb PYK inh: 3%; AMA1-RON2 inh: 3%; AmpC detergent: 1%; HCMV antiviral: 38

Results for O=C(CSc1nc2ccccc2nc1Cc1ccc(F)cc1)Nc1ccc2c(c1)OCO2 ?
Tb PYK inh: -5%; AmpC detergent: 26%; HCMV antiviral: inconclusive

How did COc1ccc(NC(=O)CCC(=O)N(Cc2ccc(OC)c(OC)c2)c2nccs2)c(OC)c1 do in these assays?
AmpC no deterg: 119%[activator]; LmPK inhibitor: 7%; HCV inhibitor: -7%; Tb PYK inh: 1%; AMA1-RON2 inh: -27%; AmpC detergent: -4%; HCMV antiviral: -18

How did Cc1ccc(C(=O)N/C(=C/c2ccco2)C(=O)N2CCC(C)CC2)cc1 do in these assays?
AmpC no deterg: -26%; LmPK inhibitor: -6%; HCV inhibitor: 10%; Tb PYK inh: -6%; AMA1-RON2 inh: 12%; AmpC detergent: -3%; HCMV antiviral: 9

Results for Cc1cc(C)nc(NC(=O)c2cccc([N+](=O)[O-])c2C)n1 ?
AmpC no deterg: -1%; LmPK inhibitor: 1%; HCV inhibitor: -3%; Tb PYK inh: 2%; AMA1-RON2 inh: -4%; AmpC detergent: -4%; HCMV antiviral: -8

How did COc1ccc(/C=C/C(=O)Nc2ccc3nc(N4CCCCC4)cc(C)c3c2)cc1OC do in these assays?
Tb PYK inh: 6%; AmpC detergent: 11%; HCMV antiviral: -39

What do the screens show for `CC1OC(OC2CC(O)C3(CO)C4C(O)CC5(C)C(C6=CC(=O)OC6)CCC5(O)C4CCC3(O)C2)C(O)C(O)C1O` (configuration not stated)?
HCV inhibitor: inconclusive; Tb PYK inh: -6%; AMA1-RON2 inh: -4%; HCMV antiviral: -72*

How did CC(C)Cn1c(N)c(C(=O)CSc2n[nH]c(N)n2)c(=O)n(C)c1=O do in these assays?
AmpC no deterg: -24%; HCV inhibitor: 1%; Tb PYK inh: -3%; AMA1-RON2 inh: -4%; AmpC detergent: -3%; HCMV antiviral: -8

How did COc1ccc(CN(C(=O)/C=C/c2ccco2)C2CCS(=O)(=O)C2)cc1 (configuration not stated) do in these assays?
AmpC no deterg: 42%; LmPK inhibitor: 4%; HCV inhibitor: -5%; Tb PYK inh: -6%; AMA1-RON2 inh: 4%; AmpC detergent: 0%; HCMV antiviral: 17

How did CCSc1nnc(N(CCC(=O)O)CCC(=O)O)s1 do in these assays?
AmpC no deterg: -10%; LmPK inhibitor: 0%; HCV inhibitor: 11%; Tb PYK inh: -24%; AMA1-RON2 inh: -29%; AmpC detergent: inconclusive; HCMV antiviral: 18

What do the screens show for `COC(=O)c1ccccc1NC(=O)c1cnc2sc(N3CCOCC3)nn2c1=O`?
Tb PYK inh: -1%; AmpC detergent: -6%; HCMV antiviral: 7

What do the screens show for `CCCc1ccc(-c2c(C)sc(NC(=O)c3ccnn3C)c2C#N)cc1`?
AmpC no deterg: -15%; LmPK inhibitor: -1%; HCV inhibitor: -9%; Tb PYK inh: -31%; AMA1-RON2 inh: -8%; AmpC detergent: inconclusive; HCMV antiviral: -97*

How did CC1CCCN(S(=O)(=O)c2ccc3c(c2)C(C)(C)C(=O)N3C)C1 (configuration not stated) do in these assays?
AmpC no deterg: 17%; LmPK inhibitor: -2%; HCV inhibitor: 12%; Tb PYK inh: 5%; AMA1-RON2 inh: -13%; AmpC detergent: -12%

What do the screens show for `CCc1cccc(C)c1NC(=O)COC(=O)CSCc1ccccc1`?
AmpC no deterg: -13%; HCV inhibitor: 5%; Tb PYK inh: 1%; AMA1-RON2 inh: -2%; HCMV antiviral: -14

Results for Cc1c(C(=O)O)cccc1-n1c(C)cc(C=O)c1C ?
AmpC no deterg: -18%; LmPK inhibitor: -8%; HCV inhibitor: 10%; Tb PYK inh: -1%; AMA1-RON2 inh: -2%; AmpC detergent: -5%; HCMV antiviral: -6

Results for O=C(Nc1cc(S(=O)(=O)N2CCOCC2)ccc1N1CCOCC1)C1CCCO1 (configuration not stated) ?
AmpC no deterg: -30%; LmPK inhibitor: 1%; HCV inhibitor: 8%; Tb PYK inh: 7%; AMA1-RON2 inh: -8%; AmpC detergent: 1%; HCMV antiviral: 14

Results for Cc1ccc(CSCC(=O)Nc2ccccc2F)cc1 ?
AmpC no deterg: -20%; LmPK inhibitor: 1%; HCV inhibitor: 4%; Tb PYK inh: -10%; AMA1-RON2 inh: 11%; AmpC detergent: inconclusive; HCMV antiviral: 23

Results for Cc1c(OCc2nn[nH]n2)ccc2c(-c3ccccc3)cc(=O)oc12 ?
AmpC no deterg: -20%; LmPK inhibitor: 3%; HCV inhibitor: 10%; Tb PYK inh: 1%; AMA1-RON2 inh: -13%; AmpC detergent: inconclusive; HCMV antiviral: 5

Results for O=C(CCn1cccn1)Nc1ccc(-c2ccno2)cc1 ?
AmpC no deterg: -15%; LmPK inhibitor: -3%; HCV inhibitor: 15%; Tb PYK inh: -2%; AMA1-RON2 inh: -5%; AmpC detergent: -12%; HCMV antiviral: 57

What do the screens show for `NC(=O)C1CCN(Cc2nc3ccccc3c(=O)[nH]2)CC1`?
AmpC no deterg: -19%; LmPK inhibitor: -10%; HCV inhibitor: 3%; Tb PYK inh: 0%; AMA1-RON2 inh: 29%; AmpC detergent: 1%; HCMV antiviral: 46

What do the screens show for `O=C(Nc1ccccc1N1CCOCC1)c1ccccc1NS(=O)(=O)c1ccc(F)cc1`?
AmpC no deterg: -17%; LmPK inhibitor: 12%; HCV inhibitor: 19%; Tb PYK inh: 3%; AMA1-RON2 inh: -9%; AmpC detergent: 0%; HCMV antiviral: 37

Results for C[C@]1(O)CC[C@H]2[C@@H]3CCC4=CC(=O)CC[C@]4(C)[C@@]3(F)[C@@H](O)C[C@@]21C ?
HCV inhibitor: -11%; Tb PYK inh: 1%; AMA1-RON2 inh: -12%; HCMV antiviral: 13

What do the screens show for `Cc1ccc(-c2c3c(=O)n(C)c(=O)n(C)c3c3c(C(F)(F)F)nc4ccccc4n23)cc1`?
Tb PYK inh: -5%; AmpC detergent: 25%; HCMV antiviral: 19

Results for CC(C)(C)C(=O)C1=C(O)C(=O)N(c2ccccc2)C1c1ccccc1 (configuration not stated) ?
AmpC no deterg: -23%; LmPK inhibitor: 0%; HCV inhibitor: 6%; Tb PYK inh: 2%; AMA1-RON2 inh: -6%; AmpC detergent: 2%; HCMV antiviral: -3
